Source: PubChem BioAssay
USP2a block: USP2a (human) protease inhibition | O75604 | USP2 core, Ub-CHOP2 coupled fluorogenic reporter, 485/531 | Potency, µM (highest dose often 38.3 µM), inactives show at the highest dose activity change, negative = inhibition, actives largely listed as inhibitors | 0.01% of 330,000 active;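 also: potency is read from the fitted curve at half-maximal effect; plate controls were DMSO wells for no effect and full inhibition by NEM control for full effect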
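Deubiquitinase activity read as fluorescence (485/531 nm) after Ub-CHOP2 cleavage activates the enterokinase reporter on its substrate; USP2 core 10nM, Ub-CHOP2 and substrate 25nM each, 30min compound preincubation then 60min RT; data normalized to NEM, curves fitted.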
ELG1 repair inh: ELG1-dependent DNA repair inhibition | HEK293T ELG1-luciferase reporter, luminescence, 16 h; DNA damage induced by 5-fluorouridine | Potency, µM (titrated, usually from 46.1 µM), for inactives: top-dose activity change, negative = inhibition, usual class: inhibitors | 2.3% of 330,000 active | AID 504467; also: potency is read from the fitted curve at half-maximal effect; % is scaled to controls: 0 for no effect and ±100 for the full control effect; nearly all actives have a fitted effect of over 55% in size
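In this reporter screen, reduction of luminescence relative to DMSO vehicle indicated activity. Compounds and 5-fluorouridine were added together to 2,000 cells per well, incubated for 16 hr at 37 °C, then developed with ONE-Glo.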
TCR act: T cell receptor activation; Potency, µM (doses to about 9.22 µM), inactives show at the top dose activation of IL-2 secretion, hits mostly activators; 330,000 tested, under 10 active; primary human leukocytes, anti-CD3, IL-2 HTRF, 48 h; also: % of control where 0% means no effect
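Primary human leukocytes receive a-CD3 beads and test compound and are incubated 48 hr. Secreted IL-2 is then assayed by HTRF, measuring 665nm acceptor emission after 320nm excitation of the europium donor.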
A-T KAP1 phos: candidate therapy for ataxia-telangiectasia; Potency, µM (titrated, usually from 57.5 µM), for inactives: at the top dose activation, usual class: activators; 0.19% of 320,000 active; AID 485349; […] A-T fibroblasts, KAP-1 phosphorylation AlphaLISA; neocarzinostatin DNA damage 30 min before lysis; also: potency is read from the fitted curve at half-maximal effect; % of control where 0% means no effect; nearly all actives have a fitted effect of over 45% in size
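ATM-like activity read as KAP-1 phosphorylation via AlphaLISA donor/acceptor antibody pairs after lysis and 6 hr at 25C. Cells were ATM-null patient fibroblasts ([…], hTERT), dosed 60 min, then exposed to the DSB inducer NCS for 30 min.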
KCNH2 WT inh: KCNH2 (human, wildtype) channel inhibition | U2OS, BacMam KCNH2, thallium flux FluxOr; hits give low values | activity change, % at 1.84 µM | AID 720551 | Q12809 | 0.37% of 340,000 active;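 active = maximum activity change below -70%; inconclusive = maximum activity change between -70% and -50%; inactive = maximum activity change above -50%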; also: % is scaled to controls: 0 for no effect and ±100 for the full control effect
Target sequence (Q12809 whole entry, looked up): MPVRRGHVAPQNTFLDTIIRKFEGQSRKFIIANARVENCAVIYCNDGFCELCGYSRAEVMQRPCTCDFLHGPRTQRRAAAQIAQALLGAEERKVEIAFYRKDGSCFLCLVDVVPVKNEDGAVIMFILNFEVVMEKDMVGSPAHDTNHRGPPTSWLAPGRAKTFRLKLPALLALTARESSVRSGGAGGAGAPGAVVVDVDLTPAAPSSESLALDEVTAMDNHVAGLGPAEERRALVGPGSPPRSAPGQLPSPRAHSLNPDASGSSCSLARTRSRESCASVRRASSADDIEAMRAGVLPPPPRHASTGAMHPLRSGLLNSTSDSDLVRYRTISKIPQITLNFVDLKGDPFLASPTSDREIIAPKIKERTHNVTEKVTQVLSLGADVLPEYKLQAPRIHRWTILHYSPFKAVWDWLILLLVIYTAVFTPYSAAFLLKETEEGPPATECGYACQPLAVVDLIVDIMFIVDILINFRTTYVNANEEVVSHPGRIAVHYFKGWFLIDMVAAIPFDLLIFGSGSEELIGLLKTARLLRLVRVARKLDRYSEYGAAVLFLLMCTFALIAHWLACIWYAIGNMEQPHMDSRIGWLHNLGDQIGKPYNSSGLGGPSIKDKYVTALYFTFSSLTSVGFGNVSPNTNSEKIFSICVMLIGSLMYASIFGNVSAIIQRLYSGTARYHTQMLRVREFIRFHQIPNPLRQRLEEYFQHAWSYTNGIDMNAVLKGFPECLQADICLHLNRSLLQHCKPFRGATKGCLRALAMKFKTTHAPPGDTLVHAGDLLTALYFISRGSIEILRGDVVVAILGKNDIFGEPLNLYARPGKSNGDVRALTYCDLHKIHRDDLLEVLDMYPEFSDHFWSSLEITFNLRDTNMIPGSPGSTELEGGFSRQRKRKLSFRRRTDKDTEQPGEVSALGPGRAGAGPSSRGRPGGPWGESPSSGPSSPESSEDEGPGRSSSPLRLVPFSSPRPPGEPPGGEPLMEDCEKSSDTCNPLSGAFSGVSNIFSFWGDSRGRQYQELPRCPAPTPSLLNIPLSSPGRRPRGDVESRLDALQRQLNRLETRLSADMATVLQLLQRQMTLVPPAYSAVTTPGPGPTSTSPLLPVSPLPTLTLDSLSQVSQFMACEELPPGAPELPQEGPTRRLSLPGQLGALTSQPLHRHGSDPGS
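U2OS cells were transduced with wild-type KCNH2 virus (2.03 x 10^8 / mL) for 4 h at room temperature, then cultured overnight at 37 C. Thallium flux was read with FluxOr dye. Rate constants were normalized to DMSO controls.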
TSHR antag: blocks TSH signaling through the human TSH receptor; TSHR-expressing cells, TSH-stimulated cAMP HTRF, 2 h; hits give low values; activity change, negative = inhibition, % at 11.5 µM; 0.2% of 330,000 active;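 active = activity change below a set negative limit, meaning inhibition stronger than a set level, cut at about -70% in these data; inconclusive = activity change between two set negative limits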; also: % is scaled to controls: 0 for no effect and ±100 for the full control effect
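Antagonism was scored as loss of TSH-driven cAMP in TSHR cells, stimulated with 4nM TSH (EC80) for 2 hours at 37 deg C and detected by homogeneous HTRF competition immunoassay.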
KCNH2 3.1 inh: KCNH2 3.1 (human) potassium channel inhibition; U2OS KCNH2 3.1, thallium flux FluxOr; hits give low values; activity change, % (tested at about 1.8 µM); 0.95% of 340,000 active; AID 720553;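 active = maximum activity change below -70%; inconclusive = maximum activity change from -70% to -50%; inactive = maximum activity change above -50%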;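 also: thallium influx rate constant from kinetic fluorescence after stimulation buffer; % is scaled to controls: 0 for no effect and ±100 for the full control effect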
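Thallium flux via FluxOr fluorescence (Red40 quencher, 45 min loading) in U2OS cells virally expressing the KCNH2 3.1 isoform (1.77 x 10^8 /mL virus, overnight at 37 C). Rate constants from 2-min kinetic reads post-stimulation, normalised to positive and negative controls.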
TRPV1 agonist: activates the human vanilloid receptor TRPV1 | Q8NER1 | TRPV1-expressing cells, Fluo-8 calcium influx, agonist mode | activation, % at 8.33 µM | 0.19% of 320,000 active; in the data active = activation above about 80%; inconclusive = between about 30% and that limit; also: 0% is about no effect
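Cells expressing TRPV1 were dye-loaded with Fluo-8 and read kinetically: 10 s baseline, 3 min after compound (agonist portion), then 2 min after EC20 capsaicin (allosteric enhancer portion). Calcium-bound dye fluorescence at 480/520 nm.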
Eya2 phos inh: inhibitors of human Eya2 phosphatase activity; 0.006% of 330,000 active; Potency, µM (highest dose often 76.9 µM), inactives show at the highest dose activity, negative = inhibition, most hits filed as inhibitors; recombinant Eya2, OMFP fluorescence dephosphorylation (OMFP is methylfluorescein phosphate); O00167; also: potency is read from the fitted curve at half-maximal effect; % is scaled to controls: 0 for no effect and ±100 for the full control effect
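Eya2 (0.2 uM) preincubated 10 min at ambient with compound, then OMFP substrate added at 50 uM; 10 min reaction in 50 mM HEPES pH 7.5, 50 mM NaCl, 5 uM MgCl2, 0.05% BSA, 1 mM DTT. Fluorescence read at Ex 485/Em 525 nm.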
Mito fusion act: blocks mitochondrial division or promotes mitochondrial fusion; S. cerevisiae fusion-defective mutant growth rescue, CellTiterGlo 48 h; Potency, µM (highest dose often 46.1 µM), for the others: at the highest dose growth rescue (activation), hits mostly activators; 0.23% of 320,000 active;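 also: potency is read from the fitted curve at half-maximal effect; % of control where 0% means no effect; nearly all actives have a fitted effect of over 45% in size; temperature-sensitive fusion mutants such as fzo1-1 at 37 °C on non-fermentable ethanol glycerol medium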
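Read-out: ATP-based luminescence (CellTiterGlo, 10 min ambient) reporting growth of fusion-defective ts yeast after 48 hours at 37C on glycerol/ethanol YPEG medium in the presence of compound.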
* = called active by the depositor; i = inactive; ? = inconclusive; / = no result given; [ ] = another dose, or the depositor's remark. Unless noted, calls follow the shape of the dose curve; as a rule, active = well fitted curve in the direction sought with a large enough effect; inconclusive = small, poorly fitted or top-dose-only effect, or another doubt; inactive = no such curve, though single readings can be large; an effect the other way counts as inactive or inconclusive. The list is partial; rates above refer to the full screens.

SMILES	USP2a block	ELG1 repair inh	TCR act	A-T KAP1 phos	KCNH2 WT inh	TSHR antag	KCNH2 3.1 inh	TRPV1 agonist	Eya2 phos inh	Mito fusion act
CCn1nc(C)c(CN2CCc3c([nH]c4ccccc34)C2c2ccc(F)c(OC)c2)c1C (stereo not drawn)	5%	?	2%	-3%	i	-2	-12	20	-3%	5%
COc1ccc(-c2csc(C3=C(O)CN(Cc4ccc(S(N)(=O)=O)cc4)C3=N)n2)cc1OC	3%	2%	7%	0%	2	3	-3	2	2%	4%
COc1ccc(-c2c(C#N)c(N)nc(Sc3ccc(Cl)cc3)c2C#N)cc1	0%	?	-1%	10%	3	53	-10	8	4%	-1%
Cc1ccc(NS(=O)(=O)c2c(C)[nH]c(=O)[nH]c2=O)cc1F	2%	-4%	1%	-1%	-4	-1	2	1	7%	-3%
Cn1cnnc1SCC(=O)Nc1ncc([N+](=O)[O-])s1	-2%	?	1%	1%	2	-2	5	/	-1%	/
Cc1ccccc1-c1nc2cc(NC(=O)C3CC3)ccc2o1	2%	?	12%	15%	15	0	14	-8	4%	-7%
Cc1cc(C)n(CC(C)C(=O)O)n1 (stereo not drawn)	1%	-4%	-4%	-3%	2	9	-9	-3	-1%	2%
COc1cc2ccccc2cc1C(=O)Nc1nc(C)c(C(C)=O)s1	-1%	?	-1%	5%	-3	8	19	-7	-13%	0%
Cc1ccc(OCCN2C(=O)c3ccccc3C2=O)c([N+](=O)[O-])c1	3%	?	-3%[46.1 µM]	-6%	7	6	1	16	5%	0%
C[C@H](CO)N1C[C@H](C)[C@@H](CN(C)C(=O)NC2CCCCC2)Oc2ccc(NS(=O)(=O)c3ccc(F)cc3)cc2C1=O	4%	10%	-4%	17%	-3	15	11	/	-28%	/

Next section; it opens with the 2 that closed the last part.
SMILES	USP2a block	ELG1 repair inh	TCR act	A-T KAP1 phos	KCNH2 WT inh	TSHR antag	KCNH2 3.1 inh	TRPV1 agonist	Eya2 phos inh	Mito fusion act
Cc1ccc(OCCN2C(=O)c3ccccc3C2=O)c([N+](=O)[O-])c1	3%	?	-3%[46.1 µM]	-6%	7	6	1	16	5%	0%
C[C@H](CO)N1C[C@H](C)[C@@H](CN(C)C(=O)NC2CCCCC2)Oc2ccc(NS(=O)(=O)c3ccc(F)cc3)cc2C1=O	4%	10%	-4%	17%	-3	15	11	/	-28%	/
CN(C)C(=O)Cn1c(=O)n(S(=O)(=O)c2ccccc2)c2ccccc21	0%	-1%	9%	4%	-9	5	-1	-1	13%	1%
Cc1cccc(-c2csc(N)c2C(=O)OC(C)C)c1	1%	-2%	8%[46.1 µM]	7%	3	-14	0	-4	-6%	13%
Cc1nc2ccccc2n1/N=C/c1ccc([N+](=O)[O-])s1	0%	?	1%[46.1 µM]	-9%	-3	-11	4	?	9%	1%
COc1cc(C(C[N+](=O)[O-])c2c(-c3ccccc3)cc3ccccn23)cc(OC)c1OC (stereo not drawn)	-14%	?	-2%	/	3	1	-9	-9	15%	-8%
Cc1cc(-c2ccccc2)nc(N(C)NC(=O)C2CC2)c1S(C)(=O)=O	-1%	1%	17%	2%	16	-8	18	-5	10%	0%
C/C(=N\OCC(=O)Nc1ccc2c(c1)OCCO2)c1ccc2c(c1)OCCO2	2%	-17%	-1%[46.1 µM]	8%	11	1	3	11	0%	-5%
CCN(CC(=O)NCc1ccc(F)cc1)C(=O)c1ccc(C)o1	1%	-2%	-4%	-1%	-3	5	-5	-1	-18%	9%
NC(=O)c1nn(CC(=O)Nc2ccc3c(c2)OCO3)cc1[N+](=O)[O-]	1%	3%	-47%	1%	3	-2	8	0	8%	3%
Cc1ccc(C(=O)NCCCN2CCOCC2)cc1S(=O)(=O)N1CCCCC1	2%	12%	1%	1%	-5	-9	25	-3	43%	-4%
N#Cc1c(N)nc2c(c1-c1ccncc1)CCCC2	1%	0%	0%	-3%	1	7	9	-3	10%	11%
Cc1ccccc1OCC(O)CNC1CCCC1 (stereo not drawn)	0%	13%	/	-4%	-4	27	-8	-4	-1%	-4%
Cc1nc(P(=O)(c2ccccc2)c2ccccc2)c(N2CCOCC2)o1	0%	3%	-6%	4%	-5	4	10	-2	-3%	3%
Cc1ccccc1Cn1cccc1/C=C1/C(=N)N2C=CSC2=NC1=O	21%	?	2%	0%	4	-29	0	?	-3%	5%
COc1cc(CNCCSc2nnnn2C)cc(Br)c1OCc1ccccc1F	-3%	?	-1%	-5%	4	0	-19	10	12%	3%
CCOC(=O)c1ccc(NC(=O)CSc2nnc(CNc3ccc(OC)cc3)n2C)cc1	2%	-4%	0%	8%	-2	-4	1	-7	8%	0%
CCC(=O)NNC(=O)c1c(O)c2ccccc2[nH]c1=O	1%	-1%	-4%	-2%	i	-3	0	0	2%	2%
COc1c(F)c(F)c(C(=O)O)c(Nc2ccccc2C)c1F	6%	3%	10%	0%	-22	-8	19	-1	-4%	-1%
COC(=O)NNC(=O)C12CC3CC(CC(C3)C1)C2	1%	6%	-4%[46.1 µM]	0%	-21	24	16	-11	-8%	19%
CCOc1cc(C(c2c(C)[nH][nH]c2=O)c2c(C)[nH][nH]c2=O)ccc1OS(=O)(=O)c1ccc(C)cc1	0%	9%	-5%	3%	-7	11	-1	-5	-1%	-1%
c1ccc(-c2nc(CSc3nnc(-c4cccs4)o3)cs2)cc1	0%	10%	0%	9%	-11	/	8	6	10%	-5%
COc1ccccc1N(C(=O)NCc1ccccc1)C1=NCC(C)S1 (stereo not drawn)	2%	0%	-4%	5%	-2	-10	-12	?	2%	13%
O=C(Nc1cnn(Cc2ccccc2)c1)c1cc2nc(-c3ccco3)cc(C(F)(F)F)n2n1	2%	?	1%	4%	8	-9	-7	24	10%	6%
COC(=O)c1ccc(CSc2nnc(Nc3ccc(OC)cc3)s2)o1	1%	-1%	-4%	2%	13	9	-11	9	-1%	1%
COc1ccc(-c2nnc(SCC(=O)c3ccc(C)o3)o2)cc1	-6%	-2%	-4%[46.1 µM]	2%	3	-13	-10	2	-23%	-1%
Cc1cc(C)n2c(SCC(=O)N(CC(C)C)c3c(N)n(CC(C)C)c(=O)[nH]c3=O)nnc2n1	1%	4%	/	1%	6	0	11	1	-7%	-4%
C=CCc1ccccc1OCC(=O)NNC(=S)NCc1ccccc1	-1%	-2%	-5%	-2%	5	18	1	6	-17%	-2%
CCn1nc(C(=O)NNC(=O)c2ccccc2)c2ccccc2c1=O	0%	?	-1%	-7%	1	-3	-4	-4	-19%	-6%
CCOC(=O)C1=C(C)NC(=O)NC1c1ccc(C)o1 (stereo not drawn)	-2%	-1%	4%	1%	-3	2	7	0	-8%	-1%
Cc1ccc(-c2cc(-c3ccccc3)no2)c(O)c1	1%	?	1%[46.1 µM]	-2%	16	-10	1	-3	-5%	1%
O=C(COC(=O)CCC(=O)c1ccc(F)cc1)NCc1ccc(Cl)cc1	0%	0%	10%	15%	-1	-2	23	/	3%	/
CSc1ncc(C(=O)Nc2ccc(C(C)=O)cc2)c(C)n1	1%	?	0%	-3%	-5	-4	4	2	2%	2%
Nc1nonc1-n1nnc(C(=O)N/N=C/c2ccc(F)cc2)c1-c1cccs1	2%	14%	2%	6%	3	-4	-7	1	1%	-1%
Cc1cccc(C(=O)Nc2cccc(-c3cnc4ccccc4n3)c2)c1	0%	21%	/	-9%	7	-7	-2	12	-28%	-1%
COc1ccc(CC(NC(C)=O)C(=O)NC2CCN(c3ncccc3[N+](=O)[O-])CC2)cc1 (stereo not drawn)	3%	-4%	4%	-10%	-3	8	-6	1	-2%	-11%
Cc1ccc(C(=O)C(OC(=O)CN2C(=O)c3ccccc3C2=O)c2ccccc2)cc1C (stereo not drawn)	-1%	-2%	0%	-5%	6	9	0	1	-12%	1%
CSc1cccc(NC(=O)CNC(=O)c2ccc3c(c2)OCO3)c1	2%	14%	0%	0%	9	0	1	3	-27%	-7%
COc1cc(C)c(Br)cc1S(=O)(=O)N1CCOCC1	2%	8%	3%[46.1 µM]	1%	6	1	-16	14	-7%	3%
COc1ccc(C(=O)N(Cc2ccccc2)c2cccc(C)c2)cc1S(=O)(=O)N1CCOCC1	0%	5%	-3%	2%	1	-6	4	0	-18%	0%
O=C(NCc1ccc(Cl)cc1Cl)C1CC(=O)N(Cc2ccccc2)C1 (stereo not drawn)	3%	14%	2%	-3%	-5	11	11	?	4%	-7%
O=C(CN(C(=O)CCC(=O)Nc1nccs1)c1cccc(F)c1)NCc1ccc2c(c1)OCO2	0%	?	13%	0%	-13	-13	-5	-1	7%	-7%
FC(F)(F)c1cccc(NC(=S)NCC2COc3ccccc3O2)c1 (stereo not drawn)	2%	-19%	1%[46.1 µM]	4%	-17	-23	17	?	-21%	-12%
COc1cc(Cl)c(C)cc1NC(=O)COC(=O)C(NS(=O)(=O)c1ccc(Cl)cc1)C(C)O (stereo not drawn)	-5%	3%	-1%[46.1 µM]	-4%	10	3	40	-2	-10%	-1%
O=C(c1csc2c1CCCC2)N1CCN(c2ccc(F)cc2)CC1	4%	?	-3%[46.1 µM]	0%	-3	-18	-1	10	-1%	11%
